CHT PAM: allosteric activators of human choline transporter CHT | Q9GZV3 | CHT-expressing cells, membrane potential dye, choline EC20; stronger effect = higher value; LV-AA mutant CHT in HEK293 cells | B-score at 10 µM | hit rate 0.49% among 310,000 | AID 488977;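 active = initial fluorescence not abnormally high and integrated response B-score, plate-corrected, over 3 SD above library mean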
Target sequence (Q9GZV3 whole entry, looked up): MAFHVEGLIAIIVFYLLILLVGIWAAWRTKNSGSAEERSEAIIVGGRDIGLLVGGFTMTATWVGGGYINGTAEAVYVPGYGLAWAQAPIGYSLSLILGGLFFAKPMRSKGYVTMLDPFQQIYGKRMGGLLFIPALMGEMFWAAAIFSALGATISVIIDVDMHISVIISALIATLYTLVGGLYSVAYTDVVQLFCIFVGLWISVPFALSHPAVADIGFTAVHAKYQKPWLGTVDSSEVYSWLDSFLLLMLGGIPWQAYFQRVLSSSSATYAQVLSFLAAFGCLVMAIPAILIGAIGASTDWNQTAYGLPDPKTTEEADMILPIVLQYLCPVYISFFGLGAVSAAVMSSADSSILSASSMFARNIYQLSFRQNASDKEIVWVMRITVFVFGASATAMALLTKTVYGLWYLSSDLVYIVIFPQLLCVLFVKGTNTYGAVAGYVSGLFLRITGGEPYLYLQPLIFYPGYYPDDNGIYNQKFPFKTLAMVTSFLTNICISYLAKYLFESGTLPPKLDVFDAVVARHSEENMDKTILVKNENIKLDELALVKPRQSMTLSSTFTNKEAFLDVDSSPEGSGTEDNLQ
CHT block: inhibitors of human choline transporter CHT; hit rate 0.86% among 310,000; AID 488975; Q9GZV3; B-score at 10 µM; CHT-expressing cells, membrane potential dye, choline response; stronger effect = lower value;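 active = B-score over 3 SD under the library average, and starting fluorescence ratio not unusually high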;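 also: choline stimulus applied at its EC90 after an EC20 pre-addition; B-score computed on integrated fluorescence ratio after choline addition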
Calls only; i = inactive.

Order of results: CHT block, CHT PAM
> CC1(C)CC(=O)C2=C(C1)N=C1SCCC(=O)N1C2c1ccc(C(F)(F)F)cc1 (centres undefined)
    i, i
> O=S(=O)(Nc1ccc(-c2csc(-c3ccccc3)n2)cc1)c1ccccc1
    i, i
> CCn1c(SCC(=O)OC)nnc1-c1ccccc1
    i, i
> CC(C)(C)C1CCC(OC(=O)CCC(=O)Nc2ccccc2)CC1 (centres undefined)
    i, i
> COc1ccc(NC(=O)CSc2ccc(C)cc2)cc1
    i, i
> CCCN1C(=O)/C(=c2\s/c(=C3\C=Cc4ccccc4N3CC)c(=O)n2-c2ccccc2)SC1=S
    i, i
> Cc1ccc(S(=O)(=O)NNC(=O)c2ccccc2O)cc1
    i, i
> CCN(CCCn1c(=S)[nH]c2ccc(N3CCOCC3)cc2c1=O)c1ccccc1
    i, i
> Cc1noc(C)c1COc1ccc(C(=O)OCC(=O)N2CC3(C)CC2CC(C)(C)C3)cc1 (centres undefined)
    i, i
> O=C(Nc1nc(-c2ccco2)c(-c2ccco2)s1)C1CC(=O)N(c2ccc3c(c2)OCCO3)C1 (centres undefined)
    i, i
> O=C(C1CCCN(S(=O)(=O)c2cccc3nonc23)C1)N1CCN(c2cccc(Cl)c2)CC1 (centres undefined)
    i, i
> O=C(COC(=O)c1ccccc1C(=O)OCC(=O)NCCc1c[nH]c2ccccc12)NCCc1c[nH]c2ccccc12
    i, i
> CC(=O)NC(CC(=O)N1CCCC1)c1ccccc1 (centres undefined)
    i, i
> CC(C)=NNc1nc(-c2ccc([N+](=O)[O-])cc2)cs1
    i, i
> O=C(c1ccccc1)N1CCN(c2nc3ccc([N+](=O)[O-])cc3s2)CC1
    i, i
> N#CC1=C(N)C(C#N)(C#N)C2(C(=O)Nc3ccccc32)C2CCCC=C12 (centres undefined)
    i, i
> O=C(Nc1ccc2c3c(cccc13)CC2)c1ccco1
    i, i
> CCC(C)c1ccc(NC(=S)NC2CCN(Cc3ccccc3)CC2)cc1 (centres undefined)
    i, i
> Cc1ccc(C)c(NC(=O)CCC(=O)NNC(=O)C(c2ccccc2)c2ccccc2)c1
    i, i
> Cc1nnsc1C(=O)Nc1ccccc1Cl
    i, i

Some of the entries so far, field by field.
Compound: CC(=O)NC(CC(=O)N1CCCC1)c1ccccc1 (centres undefined)
  CHT block: i | CHT PAM: i
Compound: CC1(C)CC(=O)C2=C(C1)N=C1SCCC(=O)N1C2c1ccc(C(F)(F)F)cc1 (centres undefined)
  CHT block: i | CHT PAM: i

Following part
Order of results: CHT block, CHT PAM
> O=C(CSc1nnc(COc2ccccc2)n1Cc1ccco1)NCc1ccco1
    i, i
> COc1ccc(-c2nc3c(c(=O)c4ccccc4n3C)c(=O)n2Cc2ccccc2)cc1
    i, i
> O=C(Nc1nc(-c2ccc(-c3ccccc3)cc2)cs1)c1cc([N+](=O)[O-])ccc1N1CCOCC1
    i, i
> CN(Cc1c(F)cccc1Cl)C(=O)c1ccc2ccccc2n1
    i, i
> COc1ccccc1N1CCN(C(=O)CCCNC(=O)Cn2cnc3sc(C)c(C)c3c2=O)CC1
    i, i
> CC1CCN(S(=O)(=O)c2ccc3c(c2)c(=O)c(C(=O)NCc2cccs2)cn3C)CC1
    i, i
> COc1ccc(Cl)cc1C(=O)NNC(=O)c1cccc([N+](=O)[O-])c1
    i, i
> COCCNS(=O)(=O)c1ccc2c(c1)C(=NO)c1cc(S(=O)(=O)NCCOC)ccc1-2
    i, i
> CC(C)(C)c1ccc2c(c1)OC(C(=O)N/N=C/c1ccc([N+](=O)[O-])o1)CO2 (centres undefined)
    i, i
> CCOc1ccc(Nc2nc(Cc3nnc(SCC(=O)c4ccc(C)cc4)o3)cs2)cc1
    i, i
> Clc1ccc2nc(CSc3nncn3-c3ccccc3)cn2c1
    i, i
> O=C(CSc1nc(C2CC2)nc2sc3c(c12)CCCC3)NCc1ccco1
    i, i
> COc1cc(CN2CCN(c3ccccc3F)CC2)c([N+](=O)[O-])cc1OC
    i, i
> O=C(Nc1ccccc1-c1nnn(CC(=O)N2CCc3ccccc3C2)n1)C1CCC1
    i, i
> CCOC(=O)c1oc2c(CN3CCN(CCO)CC3)c(O)c(CC)cc2c(=O)c1-c1nc2ccccc2s1
    i, i
> Cc1ccc2oc(=O)c3cnn(CC(=O)NCCN(C)C)c3c2c1
    i, i
> O=C(Oc1ccc2c(c1)C(=O)c1ccccc1CO2)c1ccccc1
    i, i
> Cc1[nH]nc2c1C(c1cccs1)C1=C(CCCC1=O)N2 (centres undefined)
    i, i
> CCOC(=O)C1CCCN(c2c(NCCCN3CCCC(C)C3)c(=O)c2=O)C1 (centres undefined)
    i, i
> Cc1ccc(NC2=NCC(=O)N2C2CCCC2)cc1
    i, i

Entries of single compounds from above. Order of screens: CHT block | CHT PAM
Listed for `CC(C)(C)c1ccc2c(c1)OC(C(=O)N/N=C/c1ccc([N+](=O)[O-])o1)CO2` (centres undefined) → i | i
Listed for `CCOc1ccc(Nc2nc(Cc3nnc(SCC(=O)c4ccc(C)cc4)o3)cs2)cc1` → i | i
Listed for `Cc1[nH]nc2c1C(c1cccs1)C1=C(CCCC1=O)N2` (centres undefined) → i | i
Listed for `Cc1ccc2oc(=O)c3cnn(CC(=O)NCCN(C)C)c3c2c1` → i | i
Listed for `O=C(CSc1nnc(COc2ccccc2)n1Cc1ccco1)NCc1ccco1` → i | i

Additional structures
Order of results: CHT block, CHT PAM
> C/C=C(\C)C(=O)NCCN1C2=NC[C@H](C(C)C)N2C[C@@H]1Cc1ccc(OC)cc1
    i, i
> CCN(CC)CCCSc1nc2ccccc2s1
    i, i
> Cc1ccc(CS(=O)(=O)CCC(=O)NCCN2CCCC2)cc1
    i, i
> O=Cc1ccc(OCc2nnc(-c3ccccc3Br)o2)cc1
    i, i
> O=C(c1ccco1)N1CCN(C(=S)Nc2cccc([N+](=O)[O-])c2)CC1
    i, i
> O=C(CSc1nc2[nH]ncc2c(=O)[nH]1)Nc1ccccc1C(F)(F)F
    i, i
> CN(CC(=O)NC1CCN(Cc2ccccc2)CC1)S(=O)(=O)c1ccc(Br)s1
    i, i
> Cc1cc(OC(C)C(=O)NCCCn2ccnc2)c2c(C)cc(=O)oc2c1 (centres undefined)
    i, i
> CCOC(=O)COc1c(OC)cc(Cl)cc1C1Nc2ccccc2C(=O)N1c1ccc(F)cc1 (centres undefined)
    i, i
> O=C1Cn2c(nc3ccccc32)N1c1ccccc1F
    i, i
> COc1ccc(S(=O)(=O)N2CCC(C(=O)Nc3ccc(OC)c(OC)c3)CC2)cc1C
    i, i
> COc1ccccc1OCCCC(=O)Nc1ccc([N+](=O)[O-])cc1Br
    i, i
> CN1CCN(c2nnc(-c3ccccc3)c(-c3ccccc3)n2)CC1
    i, i
> CC(C)(C)c1ccc(OCCC(=O)NCCc2ccc(S(N)(=O)=O)cc2)cc1
    i, i
> CCOC(=O)c1ccc(NC(=O)CNC(=O)C23CC4CC(CC(C4)C2)C3)cc1
    i, i
> COc1cccc(N2CCN(C(=O)NC3CCCCC3)CC2)c1
    i, i
> Cc1cccc(S(=O)(=O)Nc2ccc(-c3nc4ccc(C)cc4s3)cc2)c1
    i, i
> O=C(CSc1nnc(-c2ccco2)n1CC1CCCO1)N1CCCCC1 (centres undefined)
    i, i
> Cc1cccc(N(CC(=O)NCc2ccc3c(c2)OCO3)C(=O)CCC(=O)Nc2ccccn2)c1
    i, i
> CC(C)C(=O)NCCc1nc2ccccc2n1C
    i, i
> COc1ccc(CNC(=O)CCS(=O)(=O)c2ccc3c(c2)CC(C)N3C(=O)C2CC2)cc1 (centres undefined)
    i, i
> COc1ccc(-c2cnn(C3CCS(=O)(=O)C3)c2N)cc1 (centres undefined)
    i, i
> COc1ccc(S(=O)(=O)NCC2CCCN(C(=O)c3cccnc3)C2)cc1 (centres undefined)
    i, i
> CCCCNC(=O)/C=C/c1ccc(OC)c(Br)c1
    i, i
> CCCCNC(=O)C1CCN(c2nc(OC)nc(OC)n2)CC1
    i, i
> CCN1C(=O)[C@H]2[C@@H](c3ccc(C)cc3)N3C(=O)N(c4ccc(C)cc4)C(=O)[C@@]3(CC)[C@H]2C1=O
    i, i
> CC1(C)CC(=O)C=C(NC2=CC3OC(c4ccccc4)OCC3OC2=O)C1 (centres undefined)
    i, i
> CCCC(=O)c1c[nH]c(C(=O)NCCCN2CCOCC2)c1
    i, i
> Cc1ccc(-n2c(N)c(C(=O)NCc3cccnc3)sc2=S)cc1
    i, i
> O=C(c1cccnc1Nc1ccc2c(c1)CCC2)N1CCOCC1
    i, i
> COc1ccccc1CN1[C@@H](CC(=O)O)c2cc(F)ccc2S1(=O)=O
    i, i
> CC(=O)NC(Cc1ccccc1)C(=O)OCC(=O)c1ccc(Br)cc1 (centres undefined)
    i, i
> O=C1CN(c2nc(-c3cccs3)nc3sc4c(c23)CCCC4)CCN1
    i, i
> COC(=O)/C(=N/Nc1ccccc1C)Sc1nnc(C(O)c2ccccc2)n1-c1ccccc1 (centres undefined)
    i, i
> O=C(COC(=O)CCN1C(=O)c2cccc([N+](=O)[O-])c2C1=O)NC1CCS(=O)(=O)C1 (centres undefined)
    i, i
> Cc1cc(NC(=O)CSc2nnc(-c3ccc([N+](=O)[O-])cc3)o2)no1
    i, i
> CCOc1ccc(NC(=O)CC)cc1
    i, i
> NC(=O)c1ccc(NC(=O)CCN2C(=O)c3ccccc3C2=O)cc1
    i, i
> COc1ccccc1NC(=S)NCc1ccccc1
    i, i
> OC(CSc1c(Cl)cccc1Cl)CN1CCN(c2ccccc2F)CC1 (centres undefined)
    i, i
> Cc1cccc(N(CC(=O)NCc2ccco2)C(=O)CCC(=O)Nc2ccccn2)c1C
    i, i
> Cc1nc(-c2ccccc2)sc1C1(C)CC(c2cccc(F)c2)=NO1 (centres undefined)
    i, i
> Cc1noc2c1C(c1ccc(N(C)C)cc1)C1=C(CC(C)(C)CC1=O)N2 (centres undefined)
    i, i
> O=C1NCCN(Cc2ccc(F)cc2)C1CC(=O)N1CC=C(c2ccccc2)CC1 (centres undefined)
    i, i
> COc1ccc(C(=O)c2ccc(N3CCN(C4CC(=O)NC4=O)CC3)cc2)cc1F (centres undefined)
    i, i
> O=c1ccnc(NCCc2ccccc2)[nH]1
    i, i
> CNC(=S)N(CCc1ccc(S(N)(=O)=O)cc1)C1CC(=O)N(c2ccccc2F)C1=O (centres undefined)
    i, i
> O=C(NCc1ccco1)c1cnn2c(C(F)F)cc(-c3ccccc3)nc12
    i, i
> O=C1c2ccccc2-c2onc3ccc(NCCCn4ccnc4)c1c23
    i, i
> FC(c1nc2ccccc2[nH]1)C(F)(F)F (centres undefined)
    i, i
> Cn1c(C(=O)O)c(CC(=O)Nc2ccc(F)cc2F)c2ccccc21
    i, i
> COCCN1C=C(C(=O)OC)C(c2ccc(Cl)cc2)C(C(=O)OC)=C1
    i, i
> O=C(CCC1CCCN(Cc2ccc3c(c2)OCCO3)C1)NCc1ccccc1F (centres undefined)
    i, i
> CCOC(=O)C1=C(O)C(=O)N(Cc2ccccc2)CC1
    i, i
> COc1cccc(NC(=O)N2C3CCCC2CC(NC(=O)C2CC2)C3)c1 (centres undefined)
    i, i
> COc1ccc(CN=Cc2c(O)[nH]c3ccccc23)cc1
    i, i
> CCCCCOC(=O)c1ccc(N2C(=O)C3C4C=CC(C4)C3C2=O)cc1 (centres undefined)
    i, i
> O=[N+]([O-])c1ccc(OCC2CC(c3ccccc3)=NO2)cc1 (centres undefined)
    i, i
> CCN1CC(CN(C)Cc2nc(-c3cccs3)no2)CC1=O (centres undefined)
    i, i
> CC1(c2nnc(-c3ccccc3)o2)CC(c2ccc(F)cc2)=NO1 (centres undefined)
    i, i

Further results
Order of results: CHT block, CHT PAM
> Cc1ccc(N=C2SCCCN2C(=O)C2=COCCO2)cc1Cl
    i, i
> CN1/C(=C\C(=S)NC(=O)c2ccc([N+](=O)[O-])cc2)C(C)(C)c2ccccc21
    i, i
> NS(=O)(=O)c1ccc(CCNC(=O)C2CCN(c3ncnc4c3nc3n4CCCCC3)CC2)cc1
    i, i
> O=C1CSC(c2cccc(Cl)c2Cl)N1c1ccccn1 (centres undefined)
    i, i
> CC(=O)Nc1ccc(NC(C)=O)c(NC2OCC(O)C(O)C2O)c1 (centres undefined)
    i, i
> Cc1cc(C)c2cc(C(=O)N3CCC(Cc4ccccc4)CC3)[nH]c2c1
    i, i
> O=C(CSc1nnc(NC(=O)c2ccco2)s1)NC1CCCC1
    i, i
> O=C(NCC1CCN(Cc2ccccc2F)CC1)Nc1cccc(Br)c1
    i, i
> COC(=O)c1cccc(C23CC4(C2)[C@H](CN(C)[C@@H]4c2ccccc2)C3c2ccc(C(F)(F)F)cc2)c1 (some centres undefined)
    i, i
> COc1cccc(/C=C2\SC(=S)N(C(C)C(=O)NC3C=CS(=O)(=O)C3)C2=O)c1 (centres undefined)
    i, i
> O=C(COC(=O)CSc1ccc([N+](=O)[O-])cc1)NC1CCCCCCC1
    i, i
> Cc1c(NC(=S)N/N=C\c2ccccc2O)c(=O)n(-c2ccccc2)n1C
    i, i
> O=c1cc(NCCCO)c2ccccc2o1
    i, i
> Cc1onc(-c2ccccc2)c1C(=O)OCC(=O)NC(=O)c1ccccc1
    i, i
> Cc1nc(NNC(=O)c2ccc([N+](=O)[O-])cc2)cc(-c2ccccc2)n1
    i, i
> CC(/C=C1\SC(=O)N(CC(=O)Nc2ccc(O)cc2)C1=O)=C\c1ccccc1
    i, i
> Cc1cc(C)c[n+](CC(=O)c2ccccc2)c1
    i, i

Four successive entries out of the list so far, for reference:
Order of results: CHT block, CHT PAM
> CN1/C(=C\C(=S)NC(=O)c2ccc([N+](=O)[O-])cc2)C(C)(C)c2ccccc21
    i, i
> NS(=O)(=O)c1ccc(CCNC(=O)C2CCN(c3ncnc4c3nc3n4CCCCC3)CC2)cc1
    i, i
> O=C1CSC(c2cccc(Cl)c2Cl)N1c1ccccn1 (centres undefined)
    i, i
> CC(=O)Nc1ccc(NC(C)=O)c(NC2OCC(O)C(O)C2O)c1 (centres undefined)
    i, i

Screening results: PubChem BioAssay, Johns Hopkins Ion Channel Center
